Assay outcomes deposited in PubChem BioAssay by National Center for Advancing Translational Sciences (NCATS).
Tau ThT inhib: blocks human tau fibril formation measured by thioflavin T. Potency, µM (titrated, usually from 57.4 µM), for the others: at the top dose activity, negative = inhibition, usual class: inhibitors. recombinant tau K18 P301L, heparin-induced fibrillization, ThT fluorescence. 270,000 tested, 2.1% active. AID 1460. P10636; also: nearly all actives have a fitted effect of over 55% in size
Target sequence (P10636 561-689 P618L limits assumed): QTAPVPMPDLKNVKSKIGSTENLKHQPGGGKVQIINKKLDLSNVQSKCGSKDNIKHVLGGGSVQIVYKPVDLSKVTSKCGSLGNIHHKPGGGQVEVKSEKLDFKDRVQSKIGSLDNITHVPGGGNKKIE
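In this qHTS, human K18 P301L tau is incubated with compound and heparin for 6 hr at 37 C, and Thioflavin T fluorescence then reports fibril load.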
Tau fluor counter: counter-screen for tau fibril formation inhibitors; tau K18 P301L (four-repeat tau fragment) Alexa594 fluorescence, heparin fibrillization; Potency, µM (titrated, usually from 57.7 µM), for the others: top-dose activity change, negative = decrease; AID 1463; 280,000 tested, 0.93% active; also: nearly all actives have a fitted effect of over 55% in size
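Human K18 P301L tau (15 uM unlabeled plus 0.24 uM Alexa 594-labeled, final) in 100 mM sodium acetate pH 7 was mixed with compound and 20 uM heparin and incubated 6 hr at 37 C.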
Tau FP inhib: tau fibrillization inhibition (FP). K18 P301L tau heparin fibrillization, Alexa594 FP, 6 h. Potency, µM (titrated, usually from 57.7 µM), for inactives: at the top dose activity, negative = inhibition, most hits filed as inhibitors. 280,000 tested, 0.39% active. AID 1468; also: nearly all actives have a fitted effect of over 55% in size
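Human tau K18 […] P301L fragment, 15 uM unlabeled plus 0.24 uM Alexa 594-labeled tau (final), with compound and 20 uM heparin in 100 mM sodium acetate pH 7; 6 hr at 37 C, then Alexa 594 FP read.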
* hit, by the source's call; ? = inconclusive; [ ] = another dose, or the depositor's remark. Calls follow the shape of the dose curve; as a rule, active = well fitted curve in the direction sought with a large enough effect; inconclusive = small, poorly fitted or top-dose-only effect, or another doubt; inactive = no such curve, though single readings can be large; an effect the other way counts as inactive or inconclusive. % is scaled to controls: 0 for no effect and ±100 for the full control effect; potency is read from the fitted curve at half-maximal effect.

Fields – Tau ThT inhib, Tau fluor counter, Tau FP inhib
> COc1ccc(N2CC(NC(=O)c3ccc(OC(C)C)cc3)CC2=O)cc1 (stereo not drawn)
 : -1%, -12%, ?
> CCC1CN(C(=O)N2CCC(C(=O)N3CCN(c4ccccc4)CC3)CC2)c2ccccc2O1 (stereo not drawn)
 : ?, 11µM*[quencher], ?
> CC(Oc1ccc(F)cc1)C(=O)NCC1(N(C)C)CCCCC1 (stereo not drawn)
 : 6%, -2%, -1%
> CCn1nc(C)c2c(-c3ccccc3)cc(=O)n(C(C)C(=O)Nc3cccc(F)c3)c21 (stereo not drawn)
 : -8%, -18%, -15%
> Cc1cccc(C(c2sc3nc(-c4ccco4)nn3c2O)N2CCN(c3ccccc3F)CC2)c1 (stereo not drawn)
 : -17%, -19%, -3%
> CCOc1ccccc1NS(=O)(=O)c1ccc(N2CCCCS2(=O)=O)cc1
 : 5%, 2%, 4%
> COc1cccc(-n2c(=O)c3c(C)c(C(=O)N(C)C)sc3n(Cc3ccc(F)cc3Cl)c2=O)c1
 : 6%, 0%, -5%
> CCS(=O)(=O)N1CCc2cc(C(=O)N3CCN(c4ccc(OC)cc4)CC3)ccc21
 : ?, -22%, 11%
> COc1ccccc1N1CCN(C(CNC(=O)C(=O)NCCCN(C)C)c2cccnc2)CC1 (stereo not drawn)
 : 2%, 0%, 3%
> O=C(Cn1cc(S(=O)(=O)Cc2ccccc2F)c2ccccc21)NCc1ccccc1Cl
 : -9%, ?, -10%
> COc1cccc(-n2ccn(CC(=O)NCc3ccc(C)cc3)c(=O)c2=O)c1
 : -2%, -9%, ?
> COc1cc(NC(=O)N2CCN(c3cc(-c4noc(C)n4)ccc3C)CC2)cc(OC)c1OC
 : -6%, -21%, ?
> CCc1c(-c2ccccc2)nc2ccccc2c1C(=O)NCCc1ccccc1
 : -6%, -9%, 11%
> COc1ccccc1CNC(=O)c1cc2cccc3c2n1CC(C)S3 (stereo not drawn)
 : 0%, -22%, 0%
> COC(=O)c1ccccc1NC(=O)c1noc2c1CSc1ccccc1-2
 : -17%, -12%, -7%

Grouped by structure: those above containing a halogen (5)
Fields – Tau ThT inhib, Tau fluor counter, Tau FP inhib
> CC(Oc1ccc(F)cc1)C(=O)NCC1(N(C)C)CCCCC1 (stereo not drawn)
 : 6%, -2%, -1%
> CCn1nc(C)c2c(-c3ccccc3)cc(=O)n(C(C)C(=O)Nc3cccc(F)c3)c21 (stereo not drawn)
 : -8%, -18%, -15%
> Cc1cccc(C(c2sc3nc(-c4ccco4)nn3c2O)N2CCN(c3ccccc3F)CC2)c1 (stereo not drawn)
 : -17%, -19%, -3%
> COc1cccc(-n2c(=O)c3c(C)c(C(=O)N(C)C)sc3n(Cc3ccc(F)cc3Cl)c2=O)c1
 : 6%, 0%, -5%
> O=C(Cn1cc(S(=O)(=O)Cc2ccccc2F)c2ccccc21)NCc1ccccc1Cl
 : -9%, ?, -10%

Continued.
Fields – Tau ThT inhib, Tau fluor counter, Tau FP inhib
> CC(=O)c1cccc(NC(=O)CSc2nnc3ccc(-c4ccc(F)cc4)nn23)c1
 : 11%, 3%, -15%
> COC(=O)c1c(C)oc2ccc(N(C(=O)c3ccncc3)S(=O)(=O)c3ccc(Br)cc3)cc12
 : ?, -14%, ?
> NC(=O)C1CCN(C(=O)c2ccccc2NC(=O)c2nsc3ccccc23)CC1
 : 5%, 4%, 4%
> COc1ccc(CCNC(=O)c2cc(Sc3cccc(Cl)c3)nc3ccccc23)cc1OC
 : -7%, -21%, 4%
> CCOc1ccc(S(=O)(=O)NCc2nc3cccnc3n2Cc2ccccc2OC)cc1
 : -9%, -19%, 6%
> COc1ccc(CCNC(=O)C2CCN(S(=O)(=O)c3c(C)noc3/C=C/c3ccc(C)cc3)CC2)cc1OC
 : -15%, -16%, -17%
> CN(C(=O)CSc1nc2ccc(NC(=O)c3ccco3)cc2s1)c1ccccc1
 : 7%, ?, ?
> O=C(NCCc1ccccc1)c1ccc(Cn2c(SCc3cccc(F)c3)nc3cccnc32)cc1
 : -1%, -24%, -3%
> COc1cccc(NC(=O)CCN2C(=O)c3ccccc3Sc3ncccc32)c1
 : -17%, -20%, -7%
> Cc1cc2ccccc2n1-c1ccc(C(=O)N2CCC(C(=O)NCc3ccccc3Cl)CC2)s1
 : 3%, -11%, 8%
> COc1ccc(S(=O)(=O)NCCc2sc(-c3ccccc3)nc2C)cc1F
 : -6%, -21%, ?
> O=C(CSc1nnc(-c2ccc(Br)cc2)n1-c1ccccc1)c1ccccc1
 : -7%, -9%, -14%
> CCc1ccc(-n2cnc3cc(C(=O)NCc4ccc(C)cc4)ccc32)cc1
 : -13%, -20%, 7%
> CC(=O)N1CCCc2cc(S(=O)(=O)N3CCC(C(=O)NCc4ccc(C)cc4)CC3)ccc21
 : -1%, -8%, 2%
> COC(=O)c1scc(-c2ccc(C)cc2)c1S(=O)(=O)Nc1ccc(F)cc1F
 : -5%, -27%, -8%
> Cc1ccc(/C=C/c2onc(C)c2S(=O)(=O)N2CCC(C(=O)N3CC(C)Oc4ccccc43)CC2)cc1 (stereo not drawn)
 : 0%, -9%, -6%
> Cc1ccc(O)c(NC(=O)C2=CC(c3ccco3)=NS(=O)(=O)N2C)c1
 : 8%, -20%, ?
> Cc1cccc(N2CCN(c3ncnc4onc(C)c34)CC2)c1C
 : ?, -12%, -7%
> CCC1CN(C(=O)N2CCC(C(=O)NCc3cccc(F)c3)CC2)c2cc(C)ccc2O1 (stereo not drawn)
 : -11%, -15%, -6%
> CCOc1ccc(NC(=O)CSc2nc3ccsc3c(=O)n2CCC(C)C)cc1
 : -5%, -18%, 1%
> COc1ccc(CC(=O)NCCc2sc(-c3cccc(F)c3)nc2C)cc1
 : -11%, -12%, -8%
> O=C(CSc1nc2c([nH]c3ccccc32)c(=O)n1-c1ccccc1)N1CCc2ccccc21
 : 4%, 1%, -7%
> COc1ccccc1C(=O)Nc1cc2c(cc1N1CCCC1)n(C)c(=O)c(=O)n2C
 : -2%, 11%, 4%
> CCc1ccc(C(=O)COC(=O)C(Cc2c[nH]c3ccccc23)NC(=O)c2ccc(CC)cc2)cc1 (stereo not drawn)
 : ?, ?, -3%
> CCOC(=O)c1[nH]c(C)c(CCC(=O)Nc2ccc(C)cc2Cl)c1C
 : 7%, 3%, -3%
> CC(C)c1ccc(N(CC(=O)O)S(=O)(=O)c2ccc3[nH]c(=O)c(=O)[nH]c3c2)cc1
 : 1%, 6%, 7%
> Cc1ccc(OCC(=O)NCC(c2ccc(Cl)cc2)N2CCOCC2)cc1C (stereo not drawn)
 : -9%, -6%, 8%
> CCOc1cc(C(=O)NCCc2sc(-c3ccc(F)cc3)nc2C)cc(OCC)c1OCC
 : ?, -15%, 3%
> CN1C(C(=O)Nc2ccc(F)cc2F)=CC(c2ccco2)=NS1(=O)=O
 : 7%, -29%, ?
> Cn1cc(S(=O)(=O)c2ccccc2)c(=O)c2cc(F)c(N3CCN(c4ccccc4)CC3)cc21
 : -16%, -18%, 3%
> CC(=O)Nc1nc2n(n1)C(c1ccc(F)cc1)C=C(c1ccc(Cl)cc1)N2 (stereo not drawn)
 : ?, -6%, 3%
> COc1cccc(CNC(=O)CCc2cn(Cc3ccccc3Cl)c3ccccc23)c1
 : -5%, -15%, 6%
> COc1cc2c(cc1OC)n(CC(=O)c1ccc(C)cc1)c(=O)n1nc(CCn3nc(C)cc3C)nc21
 : 11%, 5%, -8%
> Cc1cccc(N2CCN(CCCNc3ncnc4onc(-c5ccc(Cl)cc5)c34)CC2C)c1 (stereo not drawn)
 : -10%, ?, 8%
> CC(C)(C)OC(=O)N1CCC(c2c(C(=O)N3CCN(c4ccccn4)CC3)cnn2-c2ccc(F)cc2)CC1
 : 0%, 3%, 3%
> COc1ccc(CNC(=O)c2cnn3c(C)c(Cc4ccc(F)cc4)c(C)nc23)cc1
 : -8%, -9%, 6%
> CCOC(=O)Cc1ccc(NC(=O)NCc2cccn2Cc2ccccc2)cc1
 : -2%, ?, -5%
> Cc1cccc(C)c1-n1ncc(C(=O)NCCCN2CCCCC2)c1C1CCN(C(=O)OC(C)(C)C)CC1
 : -9%, -9%, -3%
> COc1ccc(Cn2c(C(=O)O)c(CNCCc3ccccc3Cl)c3ccc(C)cc32)cc1
 : -16%, -28%, 0%
> CCOC(=O)c1ccc(Nc2c(-c3ccc(N(C)C)cc3)nc3nc[nH]n23)cc1
 : ?, ?, ?
> Cc1ccc(CNC(=O)Cn2ncc3c([nH]c4ccc(C)cc43)c2=O)cc1
 : 0%, -6%, -9%
> CC(=O)Nc1ccc(S(=O)(=O)NCCS(=O)(=O)N2CCN(c3ccccc3F)CC2)cc1
 : -7%, -11%, 2%
> Cc1ccc(-n2c(=O)c3cccnc3n2CC(=O)Nc2cccc(C)c2C)cc1
 : 5%, -7%, -7%
> CN(C)c1ccc(CNC(=O)C2CCN(C(=O)c3ccc(-n4ccc5ccccc54)s3)CC2)cc1
 : -15%, -24%, 13%
> COc1ccc(NC(=O)Cn2nnc(C(=O)NCc3ccccc3Cl)c2N)cc1Cl
 : 1%, -5%, -13%
> Cc1ccc(CN2CCCn3nc(C(=O)NCc4cc(C)ccc4C)cc3C2=O)cc1
 : -7%, 4%, 13%
> COc1ccc2ncc3c(-c4ccc(C)c(C)c4)nn(CC(=O)NC4CCCCC4)c3c2c1
 : -4%, -12%, ?
> Cc1ccc(S(=O)(=O)N2CCC(n3c(C)nc4cccnc43)CC2)c(C)c1
 : -2%, -4%, -2%
> CCOc1ccc(NC(=O)c2c(C)nn(-c3ccc(F)cc3)c2-n2cccc2)cc1
 : 5%, 0%, 1%

Compound profiles, from the list above.
`COC(=O)c1scc(-c2ccc(C)cc2)c1S(=O)(=O)Nc1ccc(F)cc1F` reads Tau ThT inhib: -5%; Tau fluor counter: -27%; Tau FP inhib: -8%
`CN(C(=O)CSc1nc2ccc(NC(=O)c3ccco3)cc2s1)c1ccccc1` reads Tau ThT inhib: 7%; Tau fluor counter: ?; Tau FP inhib: ?

These rows are one share of the data; the hit share may differ from the screen's.
